# Assay outcomes deposited in PubChem by National Center for Advancing Translational Sciences (NCATS).
# TrxR1 substrate: is turned over as a substrate by rat TrxR1; O89049; purified TrxR1 substrate turnover, NADPH consumption readout; Potency, µM (titrated, usually from 114 µM), without a hit: top-dose activity change, negative = substrate turnover; 0.01% of 390,000 active; AID 588456; also: potency is read from the fitted curve at half-maximal effect; % is scaled to controls: 0 for no effect and ±100 for the full control effect; nearly all actives have a fitted effect of over 50% in size
#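 Rat TrxR1, dispensed at 90 nM, was prereduced with 400 uM NADPH (final) for 5 min at ~22 deg C, then incubated with compound 15 min before 400 uM selenite. A first-read NADPH fluorescence drop versus no-compound background flagged substrates.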
# LDHA block: inhibitors of human lactate dehydrogenase A; AID 1347041; activity change, % (values are at about 110 or 230 µM); P00338; purified LDHA, NADH/diaphorase-resazurin fluorescence; active compounds read low; 0.15% of 480,000 active; in the data active = activity change below about -30%; inconclusive = mostly about -25% to -30%;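 also: plate controls were DMSO wells for no effect and wells without enzyme for full effect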
#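 Human LDH5 (2 nM) was incubated with 0.06 mM NADH and 0.2 mM pyruvate for 5 min at room temperature in Tris pH 7.4. Remaining NADH was coupled through diaphorase/resazurin, and resorufin fluorescence was read at 0 and 20 min.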
# USP1 inh: inhibitors of human USP1/UAF1 deubiquitinase. Potency, µM (top dose mostly 57.1 µM), for the others: at the highest dose activity change, negative = inhibition, hits mostly inhibitors. recombinant USP1/UAF1, Ub-Rhodamine cleavage fluorescence. 0.23% of 390,000 active. AID 743255. O94782; also: potency is read from the fitted curve at half-maximal effect; % is scaled to controls: 0 for no effect and ±100 for the full control effect; nearly all actives have a fitted effect of over 60% in size; inactives centre near -12
# Target sequence (O94782 whole entry, looked up): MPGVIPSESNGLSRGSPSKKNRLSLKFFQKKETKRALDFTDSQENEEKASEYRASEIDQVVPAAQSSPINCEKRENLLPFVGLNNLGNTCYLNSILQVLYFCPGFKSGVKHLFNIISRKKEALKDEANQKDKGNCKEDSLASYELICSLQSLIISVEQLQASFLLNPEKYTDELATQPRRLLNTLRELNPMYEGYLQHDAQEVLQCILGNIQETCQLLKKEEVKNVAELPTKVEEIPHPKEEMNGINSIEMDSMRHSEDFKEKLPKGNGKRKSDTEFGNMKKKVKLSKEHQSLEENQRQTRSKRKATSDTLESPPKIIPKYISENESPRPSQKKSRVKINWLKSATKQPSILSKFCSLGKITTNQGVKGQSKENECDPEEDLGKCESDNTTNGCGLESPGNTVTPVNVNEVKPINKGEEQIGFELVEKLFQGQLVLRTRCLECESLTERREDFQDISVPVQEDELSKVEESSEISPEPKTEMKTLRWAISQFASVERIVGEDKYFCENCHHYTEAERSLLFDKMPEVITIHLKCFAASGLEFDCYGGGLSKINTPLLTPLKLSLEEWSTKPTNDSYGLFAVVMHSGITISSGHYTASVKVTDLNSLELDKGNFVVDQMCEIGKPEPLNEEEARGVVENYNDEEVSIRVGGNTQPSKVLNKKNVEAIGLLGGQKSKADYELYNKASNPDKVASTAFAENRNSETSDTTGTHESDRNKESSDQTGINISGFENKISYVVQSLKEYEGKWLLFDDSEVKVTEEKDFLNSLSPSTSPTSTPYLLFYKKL
#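 In this screen, compounds sit with the deubiquitinase complex (1nM) for 15 min at room temperature before Ub-Rho is added at 150nM final. Fluorescence rise is then followed for 6 reads every 60 seconds.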
# TrxR1 inh: inhibitors of rat thioredoxin reductase 1 | recombinant rTrxR1, NADPH fluorescence consumption, selenite substrate | Potency, µM (top dose mostly 114 µM), for inactives: at the highest dose activity change, negative = inhibition, most hits filed as inhibitors | 1% of 390,000 active; also: potency is read from the fitted curve at half-maximal effect; % is scaled to controls: 0 for no effect and ±100 for the full control effect; nearly all actives have a fitted effect of over 65% in size
#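 Rat TrxR1 (90 nM in the dispensed reagent) was pre-reduced with 400 uM NADPH for 5 min at room temperature, then incubated with compound for 15 min. After 400 uM selenite was added, NADPH fluorescence (Ex 340/Em 450 nm) was followed for 8 min.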
# RGS4 inh: blocks human RGS4-accelerated GTP hydrolysis | AID 504845 | Transcreener GDP fluorescence polarization, RGS4-accelerated GTP hydrolysis | 0.039% of 390,000 active | P49798 | Potency, µM (titrated, usually from 114 µM), for the others: at the top dose activity change, negative = inhibition, usual class: inhibitors; also: potency is read from the fitted curve at half-maximal effect; % is scaled to controls: 0 for no effect and ±100 for the full control effect; nearly all actives have a fitted effect of over 75% in size; some results filed as inactive show a strong effect at the top dose
# Target sequence (P49798 whole entry, looked up): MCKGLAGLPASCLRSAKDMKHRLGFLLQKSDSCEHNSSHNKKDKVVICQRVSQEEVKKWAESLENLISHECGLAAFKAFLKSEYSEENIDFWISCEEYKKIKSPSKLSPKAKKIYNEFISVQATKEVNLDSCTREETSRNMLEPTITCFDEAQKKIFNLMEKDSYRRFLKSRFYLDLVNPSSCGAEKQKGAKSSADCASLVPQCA
#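 MLSMR compounds (23 nl, pin-transferred) preincubated 10 min at room temperature with a 500nM (2x) first reagent, then RGS4 at 900nM (2x) plus Transcreener GDP mix added; fluorescence polarization (620/688 nm) read before and after 90 min at 30 °C.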
# IDH1 R132H inh: human IDH1 R132H inhibition; O75874; IDH1-R132H enzyme, NADPH consumption, diaphorase/resazurin fluorescence; Potency, µM (series often up to 76.6 µM), for inactives: at the highest dose activity change, negative = inhibition, usual class: inhibitors; 0.093% of 390,000 active; AID 602179; also: potency is read from the fitted curve at half-maximal effect; % is scaled to controls: 0 for no effect and ±100 for the full control effect; nearly all actives have a fitted effect of over 65% in size
#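 IDH1-R132H (0.5 ug/mL) preincubated 30 min with compound, then NADPH (0.016 mM) and alpha-KG (2 mM) added; 80 min at RT, pH 7.5. Remaining NADPH coupled via diaphorase/resazurin to fluorescence (540/590 nm); concentration-response curves normalized to no-enzyme control.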
# Vif-APOBEC3F blk: blocks the Vif interaction with APOBEC3F. HeLa A3F-eYFP + Vif (tagged APOBEC3F with the HIV-1 protein that degrades it), YFP fluorescence increase. Potency, µM (doses to about 46.1 µM), for the others: at the top dose activity, negative = active. 0.2% of 390,000 active. AID 602313; also: potency is read from the fitted curve at half-maximal effect; % of control where 0% means no effect; nearly all actives have a fitted effect of over 65% in size
#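 HeLa cells stably expressing Vif plus C-terminally eYFP-tagged A3F were seeded, incubated overnight at 37 deg C, dosed with compound, incubated overnight again at 37 deg C. Yellow fluorescence (Ex 488/Em 500-530) reported blocked Vif-mediated A3F-eYFP degradation.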
# Vif-A3G inh: Vif-A3G binding inhibition; Q9HC16; HeLa A3G-eYFP + Vif (tagged APOBEC3G with the HIV-1 protein that degrades it), YFP fluorescence, overnight; Potency, µM (doses to about 46.1 µM), for inactives: at the highest dose activity, negative = active, most hits filed as inhibitors; 0.076% of 410,000 active;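 also: potency is read from the fitted curve at half-maximal effect; % is scaled to controls: 0 for no effect and ±100 for the full control effect; nearly all actives have a fitted effect of over 60% in size; hits raise eYFP signal because A3G escapes Vif-driven loss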
#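 Read-out is eYFP fluorescence (Ex 488/Em 500-530) from Vif-expressing HeLa A3G-eYFP cells; more signal means A3G escaped Vif-mediated degradation. Cells plated overnight, compound pinned in, incubated overnight at 37 deg C.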
# GRP78 ERSR act: ER stress response induction in glioma. U87-MG GRP78 promoter luciferase reporter, 16 h. Potency, µM, without a hit: at the top dose activation, usual class: activators. 0.02% of 420,000 active; also: potency is read from the fitted curve at half-maximal effect; series mostly up to about 76 µM; % of control where 0% means no effect; nearly all actives have a fitted effect of over 35% in size
#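 Stably transfected U87-MG human glioma cells carrying a GRP78-based luminescent sensor were seeded at 1000 cells/well, pin-dosed with compounds and incubated 16 h. Luciferase reagent was then added, and end-point luminescence was read after 10 min at room temperature.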
# * hit, by the source's call; ? = inconclusive; / = no result given; & = joins results of further samples; [ ] = remark or other dose. Unless noted, calls follow the shape of the dose curve; as a rule, active = well fitted curve in the direction sought with a large enough effect; inconclusive = small, poorly fitted or top-dose-only effect, or another doubt; inactive = no such curve, though single readings can be large; an effect the other way counts as inactive or inconclusive. Only part of the results is shown; rates above refer to the full screens.
SMILES,TrxR1 substrate,LDHA block,USP1 inh,TrxR1 inh,RGS4 inh,IDH1 R132H inh,Vif-APOBEC3F blk,Vif-A3G inh,GRP78 ERSR act
COc1ccc(NC(=O)NN(C(=O)c2ccccc2)C(C)(C)C)cc1,5%,-6,-22%,11%,-17%,1%,4%,1%,-1%
Cn1c(SCC(=O)Nc2ccc3cn[nH]c3c2)nnc1-c1cnccn1,24%[57.1 µM],17,-17%,12%[0.457 µM],4%,21%,-3%,-6%,4%
O=C(NN=C1c2ccccc2-c2ccccc21)c1ccccc1Br,3%[57.1 µM],-1,-17%,16%[57.1 µM],6%,13%,-1%,1%,-6%
CC(C)(C)C(=O)NC1CCN(C(=O)N2CCCC2)CC1,1%,3,-19%,7%,12%,-3%,/,-4%,0%
CCC1CCCCN1S(=O)(=O)c1ccc(NC(=O)c2cccnc2)cc1 (stereo unspecified),-3%,-1,-18%,-3%,-34%,8%,-19%,-1%,-5%
Fc1cccc(F)c1/C=N/N1CCOCC1,3%[57.1 µM],-6,-4%,5%[57.1 µM],-21%,-2%,1%,1%,0%
COc1ccc(/C=C/C(=O)N(C)C2(C)CCS(=O)(=O)C2)cc1 (stereo unspecified),-1%[57.1 µM],-2,-12%,6%[57.1 µM],3%,7%,10%,0%,2%
Cc1ccc(C(C(=O)NC(C)(C)C)N(CC2CCCO2)C(=O)CCC(=O)Nc2ccccn2)cc1 (stereo unspecified),6%[0.0914 µM],-1,-7%,3%[57.1 µM],-51%,-5%,0%,-2%,-6%
CCCCCCSc1nc(N)c2c3c(sc2n1)CCCC3C (stereo unspecified),-1%,-2,-25%,3%,9%,/,/,/,/
Cc1noc(C)c1COc1ccccc1C(=O)Nc1ccc(C(N)=O)cc1,-6%,-1,0%,-8%,27%,-15%,-7%,0%,1%
O=C1c2ccccc2C(=O)N1CCCc1nc(-c2ccc(Cl)cc2)no1,5%,-14,-22%,17%,15%,-11%,0%,6%,-2%
CC1CCCN(CCCNS(=O)(=O)c2cc(Br)cc3c2N(C(=O)C2CC2)CC3)C1 (stereo unspecified),-13%[57.1 µM],2,-5%,12%[57.1 µM],2%,8%,8%,0%,-3%
COc1ccc(NC(=O)Nc2ccc3c(c2)N(C)C(=O)CS3)cc1OC,3%,-2,-22%,14%,-37%,-1%,0%,-11%,0%
CNC(=S)NNc1nc(C)cc(C)n1,5%,3,-25%,16%,-31%,8%,-20%,5%,0%
CCc1ccc(-n2nc(C)c3c(C)cc(=O)n(CC(=O)Nc4ccc(C(C)=O)cc4)c32)cc1,-6%[57.1 µM],1,-10%,6%[57.1 µM],-22%,-4%,-1%,1%,3%
COc1ccc(S(=O)(=O)N(CC(=O)N/N=C/c2ccc(C(=O)O)cc2)Cc2ccccc2)cc1OC,-2%,-5,?,1%,-6%,0%,?,3%,-3%
CCN1C(=O)[C@H]2[C@@H](c3ccc(-c4ccc(C(C)=O)cc4)c(OC)c3)N3CCCC[C@@]3(C(=O)OC)[C@H]2C1=O,-8%,2,-25%,15%[57.1 µM],-11%,3%,-10%,-8%,-4%
C/C(CC(=O)Nc1c(Cl)cccc1C(F)(F)F)=N\NC(=O)c1cnccn1,6%,3,-17%,-3%,-25%,13%,-4%,-3%,-1%
CC(=O)N1CCc2c(sc(NC(=O)CN3C(=O)CCC3=O)c2C(N)=O)C1,9%,2,?,0%,-21%,-8%,-4%,7%,-3%
O=C1[C@@H]2[C@H]3CC[C@H](C3)[C@@H]2C(=O)N1O,8%[57.1 µM],-6,4%,13%[57.1 µM],18%,-1%,6%,0%,-8%
O=C(NNC(=O)C1CC1c1ccccc1)c1ccccc1F (stereo unspecified),1%,-1,-13%,4%,-13%,-1%,-23%,0%,2%
N/C(=N\OC(=O)COc1ccc([N+](=O)[O-])cc1)c1ccncc1,3%[57.1 µM],-7,-2%,7%[57.1 µM],7%,-6%,4%,-1%,-1%
COc1cc(NC(=O)COc2ccc(-n3cnnn3)cc2)c(OC)cc1Cl,4%,-4,-6%,14%,9%,4%,0%,1%,-2%
Cc1cccc(C(=O)NCC2CCCO2)c1 (stereo unspecified),7%[57.1 µM],-3,-9%,3%[57.1 µM],-7%,1%,3%,-6%,6%
CSCCC(N=C(NS(=O)(=O)c1ccc(Br)cc1)c1ccccc1)C(=O)O (stereo unspecified),2%,-3,-8%,16%,1%,-4%,-1%,1%,-4%
CCOC(=O)C1CCCN(S(=O)(=O)c2cc(Br)cc3c2N(C(=O)CC)CC3)C1 (stereo unspecified),-5%,-11&-8,-11%&-23%,0%&15%,18%&7%,-4%&-11%,-1%&-1%,-5%&-2%,-4%&-3%
O=C(NC1(C(F)(F)F)NC(=O)N(C2CCCCC2)C1=O)C1CC1 (stereo unspecified),5%,-6,-15%,33%,13%,0%,21%,-5%,-1%
O=C1c2cccc3cccc(c23)C(=O)N1CC1CCN(CC(O)COCc2ccc3c(c2)OCO3)CC1 (stereo unspecified),16%,-8,-16%,-12%,13%,-3%,-4%,7%,-4%
Cn1c(C(=O)NC2CCCC2)cc2c(=O)n(C)c3ccccc3c21,17%[57.1 µM],-4&8,-11%,11%[57.1 µM],?,10%,-12%,0%,-1%
Cc1ccc(Cl)cc1N1CCN(C(c2cccnc2)c2nnnn2C2CCCCC2)CC1 (stereo unspecified),11%,-8,-12%,23%,-2%,2%,-3%,-1%,1%
CC(=O)c1cccc(NC(=O)C2CCCN2S(=O)(=O)c2cccs2)c1 (stereo unspecified),/,-2,2%,/,/,-3%,1%,0%,4%
O=C(O)c1cccc(N2C(=O)C3CC=CCC3C2=O)c1 (stereo unspecified),7%,-1,14%,16%,-9%,0%,-3%,4%,3%
CC(C)(C)OC(=O)N1Cc2[nH]c3ccccc3c2C[C@@H]1C(=O)O,10%,-1,-22%,16%,14%,0%,2%,-6%,-1%
COc1ccc(S(=O)(=O)NCC(=O)N(CC(=O)NCc2ccco2)Cc2ccc(F)cc2)cc1,-2%[57.1 µM],-2,-7%,15%[57.1 µM],14%,-4%,12%,3%,-7%
CCOC(=O)c1cc(NC(=O)c2ccc(C)cc2)c(=O)oc1-c1ccccc1,-3%,-4,-19%,-12%,-14%,-1%,-5%,4%,2%
O=C(CSc1ccc(-c2ccccn2)nn1)Nc1ccccc1,1%,-4,-1%,-8%,9%,15%,2%,-4%,-3%
CCOc1cc(C(=O)NC(=S)Nn2cnnc2)cc(OCC)c1OCC,10%[57.1 µM],-8,-18%,-19%[57.1 µM],?,7%,15%,-4%,3%
COc1ccc(OC)c(-n2c(N)c(C(=O)NCC3CCCO3)c3nc4ccccc4nc32)c1 (stereo unspecified),56%[activator][57.1 µM],4,-15%,13%[57.1 µM],-27%,2%,-9%,-3%,-4%
O=C(CSc1nnc(CSc2nc3ccccc3s2)o1)NC1CCCCC1,-4%,-3,-5%,-3%,-13%,5%,-1%,-1%,-2%
O=C(C[C@@H]1C/C=C\CCC(=O)OC[C@H](Cc2ccccc2)NC1=O)N[C@@H](CO)Cc1ccccc1,1%,2,-17%,21%,12%,5%,-7%,0%,-3%

# The final three records of the part before lead into the next:
SMILES,TrxR1 substrate,LDHA block,USP1 inh,TrxR1 inh,RGS4 inh,IDH1 R132H inh,Vif-APOBEC3F blk,Vif-A3G inh,GRP78 ERSR act
COc1ccc(OC)c(-n2c(N)c(C(=O)NCC3CCCO3)c3nc4ccccc4nc32)c1 (stereo unspecified),56%[activator][57.1 µM],4,-15%,13%[57.1 µM],-27%,2%,-9%,-3%,-4%
O=C(CSc1nnc(CSc2nc3ccccc3s2)o1)NC1CCCCC1,-4%,-3,-5%,-3%,-13%,5%,-1%,-1%,-2%
O=C(C[C@@H]1C/C=C\CCC(=O)OC[C@H](Cc2ccccc2)NC1=O)N[C@@H](CO)Cc1ccccc1,1%,2,-17%,21%,12%,5%,-7%,0%,-3%
COC(=O)c1ccc(/C=C2/SC(=S)N(CCCC(=O)Nc3ccccn3)C2=O)cc1,-9%,-5,-12%,-23%,-48%,0%,-9%,4%,-12%
Cc1ccc(COC(=O)CCCN=C2NS(=O)(=O)c3ccccc32)cc1,-9%,-7,-4%,4%,-6%,2%,-16%,1%,-4%
CCc1cc(C(=O)NC2CCCN(Cc3ccccc3F)C2)n(C)n1 (stereo unspecified),3%,-1,-22%,9%,-5%,-4%,3%,0%,3%
O=C(NC1Cc2ccccc2C1)c1cc(COc2ccc(F)cc2Cl)on1,7%,-8,0%,28%,12%,1%,-5%,2%,-3%
C/C(=N\NC(=O)CSc1ncccn1)c1ccc2c(c1)OCCO2,9%,-8,2%,21%[57.1 µM],?,4%,12%,-7%,3%
Cc1cc(NC(=O)COc2ccc(C(C)(C)C)cc2)no1,5%,-8,-3%,9%,3%,-3%,-13%,1%,6%
C[C@H](CO)N1C[C@H](C)[C@@H](CN(C)Cc2ccc(C(=O)O)cc2)Oc2c(NS(=O)(=O)c3cn(C)cn3)cccc2C1=O,14%[57.1 µM],-2,-17%,5%[57.1 µM],1%,-17%,2%,-3%,-1%
CCCCn1c(CCNC(=O)c2ccco2)nc2ccccc21,14%,-1,-6%,38%,15%,2%,-11%,-27%,-5%
